Compound activity as filed in PubChem.
USP10 block – inhibitors of human USP10 deubiquitinase; inhibition, % at 20 µM; hit rate 1.1% among 47,000; purified USP10, Ub-rhodamine fluorescence, 60 min
USP17 inh – inhibitors of human USP17 deubiquitinase; A8MUK1; inhibition, % at 50 µM; hit rate 6.5% among 47,000; AID 1645855; purified USP17, Ub-rhodamine cleavage fluorescence, 3 h
USP7 block – human USP7 deubiquitinase inhibition | Q93009 | purified USP7, Ub-rhodamine cleavage fluorescence | inhibition, % at 20 µM | hit rate 0.3% among 47,000 | AID 1645854
UCHL1 inh – blocks human UCHL1 ubiquitin-rhodamine cleavage; P09936; purified UCHL1, Ub-rhodamine cleavage fluorescence; inhibition, % at 20 µM; hit rate 0.2% among 47,000
USP28 block – human USP28 deubiquitinase inhibition; inhibition, % at 25 µM; hit rate 3% among 47,000; purified USP28, Ub-rhodamine cleavage fluorescence, 30 min; Q96RU2
OTUD3 block – blocks human OTUD3 ubiquitin-rhodamine cleavage | purified OTUD3, Ub-rhodamine fluorescence, 2 h | inhibition, % at 25 µM | Q5T2D3 | hit rate 0.7% among 47,000 | AID 1645858
USP8 inh – inhibitors of human USP8 deubiquitinase | P40818 | purified USP8, Ub-rhodamine cleavage fluorescence, 30 min | inhibition, % at 20 µM | hit rate 4.2% among 47,000
Target sequence (P40818 whole entry, looked up): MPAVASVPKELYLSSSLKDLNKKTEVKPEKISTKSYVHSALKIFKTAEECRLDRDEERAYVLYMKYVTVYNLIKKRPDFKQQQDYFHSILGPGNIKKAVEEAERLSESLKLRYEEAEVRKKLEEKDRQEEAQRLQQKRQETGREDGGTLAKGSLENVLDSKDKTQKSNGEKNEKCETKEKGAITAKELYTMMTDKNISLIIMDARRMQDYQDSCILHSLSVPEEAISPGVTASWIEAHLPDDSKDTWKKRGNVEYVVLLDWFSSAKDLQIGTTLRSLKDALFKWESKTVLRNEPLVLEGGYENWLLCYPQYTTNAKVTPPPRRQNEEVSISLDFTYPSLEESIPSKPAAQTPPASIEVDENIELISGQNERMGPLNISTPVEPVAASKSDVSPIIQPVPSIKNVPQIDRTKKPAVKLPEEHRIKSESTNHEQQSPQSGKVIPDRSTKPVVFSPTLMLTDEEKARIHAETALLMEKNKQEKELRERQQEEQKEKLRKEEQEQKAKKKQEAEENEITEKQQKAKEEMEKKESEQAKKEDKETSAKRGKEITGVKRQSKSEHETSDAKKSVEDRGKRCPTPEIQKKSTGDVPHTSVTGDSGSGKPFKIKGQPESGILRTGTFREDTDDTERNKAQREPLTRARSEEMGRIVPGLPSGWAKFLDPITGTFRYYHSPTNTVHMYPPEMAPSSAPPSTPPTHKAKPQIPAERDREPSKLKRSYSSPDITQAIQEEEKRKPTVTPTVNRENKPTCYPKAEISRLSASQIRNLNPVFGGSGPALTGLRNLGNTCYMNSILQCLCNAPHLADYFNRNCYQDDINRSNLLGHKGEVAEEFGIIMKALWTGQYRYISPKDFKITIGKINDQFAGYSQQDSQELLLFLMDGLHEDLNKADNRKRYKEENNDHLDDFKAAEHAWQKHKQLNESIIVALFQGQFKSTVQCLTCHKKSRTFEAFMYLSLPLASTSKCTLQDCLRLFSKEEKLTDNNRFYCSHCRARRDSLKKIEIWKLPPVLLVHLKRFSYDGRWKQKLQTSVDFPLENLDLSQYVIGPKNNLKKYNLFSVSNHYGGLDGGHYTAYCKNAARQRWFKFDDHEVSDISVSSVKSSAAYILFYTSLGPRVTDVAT
USP30 block – blocks human USP30 ubiquitin-rhodamine cleavage. purified USP30, Ub-rhodamine cleavage fluorescence. inhibition, % at 25 µM. hit rate 5.3% among 47,000
Starred values were filed as active, the others as inactive; i = inactive; x = no result given. No stated cut-off is given here; in the data, active means inhibition above about 30%; inactive means the rest. An unsorted share of the library; overall some 14% were active at least once.

item	USP10 block	USP17 inh	USP7 block	UCHL1 inh	USP28 block	OTUD3 block	USP8 inh	USP30 block	compound
1	1	9	5	2	9	9	5	17	COc1ccc(CC(=O)N2CCCC(c3[nH]nc4nccnc34)C2)cc1 (stereo not drawn)
2	0	0	-2	3	6	7	8	13	COc1ccccc1Cc1nnc(C2(c3ccccc3Cl)CCOCC2)o1
3	12	48*	21	8	31*	0	85*	44*	O=C(COc1ccc(Cl)cc1)Nc1noc(-c2cccs2)n1
4	-4	-3	0	-3	x	-2	-10	x	CCOC(=O)c1cc(-c2ccnn2S(=O)(=O)c2ccc(Cl)cc2Cl)on1
5	-8	-32	-5	-9	-32	-34	-137	-96	O=C(COC(=O)CC(c1ccccc1)c1ccccc1)Nc1cc(S(=O)(=O)N2CCOCC2)ccc1N1CCOCC1
6	1	13	-67	2	14	10	-78	25	Cn1c(SCC(=O)N2CCN(c3ccccc3)CC2)nnc1-c1ccc([N+](=O)[O-])cc1
7	1	7	4	2	5	5	15	-106	CCC(=O)Nc1cc(=O)[nH]c2nc(-c3ccc(OC)cc3)nn12
8	4	0	-3	10	11	0	-16	-5	COc1cc(C(=O)NCC(c2ccccc2)c2c[nH]c3ccccc23)cc(OC)c1OC (stereo not drawn)
9	1	9	1	0	8	7	-10	6	O=C(NCc1ccccn1)c1cn(-c2ccc(F)cc2)nn1
10	-1	20	2	0	-15	-7	-10	-3	O=C(c1cc2ccccc2o1)N1CCN=C1SCc1ccc(Cl)cc1
11	27	5	7	0	-3	-6	20	6	COc1cc(OC)c(NC(=O)c2ncoc2-c2cccs2)cc1Cl
12	5	20	-6	3	12	19	-46	8	Cc1cc2c(o1)CCc1sc(N(C)C(=O)Cc3ccccc3F)nc1-2
13	4	1	6	-2	-2	4	-2	0	CCCc1noc(-c2cc(-c3ccc(Cl)cc3)nc3ccccc23)n1
14	2	-5	5	1	10	13	-37	2	O=C(c1ccc(Cl)c(S(=O)(=O)Nc2ccccc2C(=O)N2CCCC2)c1)N1CCCC1
15	-1	5	6	2	4	13	6	11	O=C(Cc1ccccc1F)N1CCc2c(nc(N3CCCC3)[nH]c2=O)C1
16	-7	20	-28	-2	1	-6	-75	-48	O=C1CC(C(=O)N(Cc2cccc3ccccc23)c2ccccn2)CN1Cc1ccccc1 (stereo not drawn)
17	2	8	2	0	4	1	-1	6	CCc1ccc(-n2c(=O)c3ccccc3n(CC(=O)N3CCCC3)c2=O)cc1
18	2	-7	4	1	0	2	1	9	COc1cccc(C(=O)N2CCn3c(nc4ccccc43)CC2C)c1 (stereo not drawn)
19	0	20	-16	-1	16	-13	-6	-40	O=C(Nc1cccnc1)c1cc(-c2ccn(CC3CC3)n2)n2ccccc12
20	0	64*	-12	-1	16	7	0	19	O=C(c1cc(-c2ccncc2)n[nH]1)N1CCC(C(=O)N2CC=C(c3ccccc3)CC2)CC1
21	8	-4	7	2	16	-1	0	4	N#Cc1ccc(-c2ccccc2Cl)nc1Oc1ccc(F)cc1
22	-9	-38	-12	-6	-12	-25	-63	-96	CC(=O)N1C[C@H]2c3ccccc3CN(C(=O)c3cc4ccccc4n3C)[C@H]2C1
23	9	16	7	2	7	4	-2	21	CCCCCCCC/C(C)=C/Cc1oc(OC)c(C)c(=O)c1C
24	-3	12	-5	-2	8	-4	8	-21	Cc1cccc(C)c1NC(=O)CCc1ccc(-c2ccccc2)o1
25	4	49*	3	0	1	8	23	36*	c1ccc(Cc2nn3c(-c4ccncc4)nnc3c3ccccc23)cc1
26	3	24	-1	5	7	9	11	18	COc1ccccc1-c1csc(-c2ccccn2)n1
27	4	-13	9	1	-9	-7	8	5	Cc1ccc(S(=O)(=O)c2cnc3ccc(C)cc3c2Nc2ccc(C)c(C)c2)cc1
28	0	-8	1	6	5	3	-15	8	COc1cccc(CNc2cc(-n3nc(C)cc3C)ncn2)c1
29	-2	14	1	2	11	15	12	16	COc1ccccc1N1CCN(C(=O)CCc2nc3c(C)nn(-c4ccccc4)c3n(C)c2=O)CC1
30	-3	1	0	-3	-10	0	-1	-6	CC1[C@@H]2[C@@H](COc3cccnc3)C[C@H](CN1C(=O)c1ccc3c(c1)OCO3)N2C (stereo partly drawn)
31	2	17	6	3	16	15	24	28	Cc1cc(C)cc(C(=O)N2CCN(c3cc(=O)n(C)c(=O)n3C)CC2)c1
32	8	68*	4	0	x	0	5	x	COc1ccc(/C=C/C(=O)Nc2ccccc2C#N)cc1
33	2	-1	1	0	-6	1	-4	-11	Cc1ccc(NC(=O)c2ccccc2)c(=O)n1CC(=O)N1CCN(c2ccccn2)CC1
34	0	x	-9	-3	-18	-17	0	-13	Cc1ccc(-n2c(=O)c3oc4ccccc4c3n(CC(=O)N3CCOCC3)c2=O)cc1
35	0	0	3	0	38*	6	-55	6	CC1CCN(C(=O)Cn2cc(SCC(=O)Nc3ccc4c(c3)OCCO4)c3ccccc32)CC1
36	-2	3	-5	3	5	4	0	23	COc1ccc(C(CNC(=O)COc2ccc3ccccc3c2)N2CCN(C)CC2)cc1 (stereo not drawn)
37	-3	-29	-3	-5	-13	-7	-92	-30	Cc1cccc(CO[C@H]2CN(C(=O)C3CC=CC3)[C@@H]3CCCO[C@H]23)n1
38	2	7	-3	-1	7	13	0	12	Cn1cc(S(=O)(=O)N2CCCCC2)cc1C(=O)N1CCCCC1
39	3	0	-19	-1	0	0	0	-7	Cc1c(C(=O)N(Cc2cccc(Cl)c2)C2CCS(=O)(=O)C2)oc2ccccc12 (stereo not drawn)
40	-2	-3	4	2	0	-1	-23	-13	CC(=O)Nc1ccc(-c2cc(C(=O)NCCCN3CCOCC3)c3cc(C)ccc3n2)cc1
41	1	-5	5	3	0	-2	-13	16	COc1cc(OC)cc(C(=O)NCCS(=O)(=O)N2CCN(c3ccccc3)CC2)c1
42	0	0	1	3	7	13	2	12	O=C(CCC(=O)N1CCOc2ccccc21)Nc1cc(F)ccc1F
43	0	6	1	1	12	3	10	13	Clc1ccccc1-c1ccc(CNCCN2CCOCC2)o1
44	1	4	0	-1	-6	-2	0	-8	O=C(Nc1ccccc1Cc1ccccc1)c1ccccc1F
45	4	-3	3	2	-10	-4	1	-11	CCOc1ccccc1OC(=O)c1cc(-c2cc(OC)c(OC)c(OC)c2)nc2ccccc12
46	0	-15	1	-2	-2	4	-1	-16	CC(=O)c1cc(C)c(O)c(C)c1O
47	-2	0	1	2	1	-3	2	-30	CCc1ccc2nc(NC(=O)C34CCC(=O)N3CCS4)sc2c1 (stereo not drawn)
48	0	11	-7	0	3	7	8	11	O=C(c1ccco1)N1CCN(c2ncnc3c2CCC3)CC1
49	-3	0	1	-1	2	4	-35	6	CC1Cc2ccccc2N1C(=O)c1coc(NC(=O)c2ccco2)n1 (stereo not drawn)
50	1	0	5	4	2	1	3	10	O=C(CC1CCN(C(=O)NC2CCCCC2)CC1)N1CCCC1
51	-1	1	-2	2	1	-1	-80	-1	NC1=NC2(CCC(c3ccccc3)CC2)n2c(nc3cc4c(cc32)OCCCO4)N1 (stereo not drawn)
52	-6	-186	-31	-32	-245	-171	-23	i	COc1ccc(C(=O)N2CCC3(C2)Nc2cccnc2NC3=NC2CCCC2)cn1 (stereo not drawn)
53	-1	-5	0	-2	-9	-12	-4	-1	Cc1ccccc1S(=O)(=O)N1CCC(c2nc(C(=O)N(C)C)c(C)o2)CC1
54	-8	-27	-13	-14	-20	-14	-51	-40	COc1ccccc1CNc1ccc2c(cc1=O)[C@@H](NC(C)=O)CCc1cc(OC)c(OC)c(OC)c1-2
55	62*	11	52*	10	41*	23	-6	40*	O=c1cc(Cc2ccccc2)nc2c(-c3ccccc3)c(COc3ccccc3)[nH]n12
56	-2	0	-4	0	1	3	-22	1	CC(=O)N1CCC(c2cc(N3CC4(CCCCC4)OC3=O)nc(C)n2)CC1
57	1	2	-2	-2	-6	-6	-9	-7	O=C(Nc1ccccc1C(F)(F)F)N1C[C@@H]2C[C@H]1C[C@@H]2NS(=O)(=O)c1ccccc1
58	3	5	1	0	-10	-2	-67	-9	O=C(c1nccc2ccccc12)N1CCn2ncnc2C1
59	7	18	-9	9	11	5	28	4	O=C(Nc1nc2c(s1)CCCC2)c1cn(-c2ccccc2)nc1-c1ccccc1
60	-13	-4	3	-4	0	7	11	-20	Cc1cc(S(=O)(=O)[C@H]2CS(=O)(=O)C[C@@H]2NC2CCCC2)ccc1F

Nos. 46 through 57 of the list above:
item	USP10 block	USP17 inh	USP7 block	UCHL1 inh	USP28 block	OTUD3 block	USP8 inh	USP30 block	compound
46	0	-15	1	-2	-2	4	-1	-16	CC(=O)c1cc(C)c(O)c(C)c1O
47	-2	0	1	2	1	-3	2	-30	CCc1ccc2nc(NC(=O)C34CCC(=O)N3CCS4)sc2c1 (stereo not drawn)
48	0	11	-7	0	3	7	8	11	O=C(c1ccco1)N1CCN(c2ncnc3c2CCC3)CC1
49	-3	0	1	-1	2	4	-35	6	CC1Cc2ccccc2N1C(=O)c1coc(NC(=O)c2ccco2)n1 (stereo not drawn)
50	1	0	5	4	2	1	3	10	O=C(CC1CCN(C(=O)NC2CCCCC2)CC1)N1CCCC1
51	-1	1	-2	2	1	-1	-80	-1	NC1=NC2(CCC(c3ccccc3)CC2)n2c(nc3cc4c(cc32)OCCCO4)N1 (stereo not drawn)
52	-6	-186	-31	-32	-245	-171	-23	i	COc1ccc(C(=O)N2CCC3(C2)Nc2cccnc2NC3=NC2CCCC2)cn1 (stereo not drawn)
53	-1	-5	0	-2	-9	-12	-4	-1	Cc1ccccc1S(=O)(=O)N1CCC(c2nc(C(=O)N(C)C)c(C)o2)CC1
54	-8	-27	-13	-14	-20	-14	-51	-40	COc1ccccc1CNc1ccc2c(cc1=O)[C@@H](NC(C)=O)CCc1cc(OC)c(OC)c(OC)c1-2
55	62*	11	52*	10	41*	23	-6	40*	O=c1cc(Cc2ccccc2)nc2c(-c3ccccc3)c(COc3ccccc3)[nH]n12
56	-2	0	-4	0	1	3	-22	1	CC(=O)N1CCC(c2cc(N3CC4(CCCCC4)OC3=O)nc(C)n2)CC1
57	1	2	-2	-2	-6	-6	-9	-7	O=C(Nc1ccccc1C(F)(F)F)N1C[C@@H]2C[C@H]1C[C@@H]2NS(=O)(=O)c1ccccc1

(list continues)
item	USP10 block	USP17 inh	USP7 block	UCHL1 inh	USP28 block	OTUD3 block	USP8 inh	USP30 block	compound
61	-1	-23	-19	-28	-35	-36	-18	-118	O=C(CSc1ncnc2c1sc1nc(-c3ccccc3)c3c(c12)CCC3)Nc1ccc(Cl)c(Cl)c1
62	0	-10	6	3	-3	-11	1	-39	CC(C)(C)CNC(=O)c1cc(-c2cnc(N3CCOCC3)nc2)cn1CC1CC1
63	-4	-16	4	-2	-7	-6	-10	-37	Cc1ccc2nc(C3CN(S(=O)(=O)c4ccccc4F)C3)[nH]c2c1
64	4	5	-22	2	22	16	-7	15	O=C(NCCc1ccc(F)cc1)c1csc2c1CCCC2
65	-2	-55	-46	4	16	-3	26	-14	Fc1ccc(-c2cnc([C@@H]3COCCN3C3CCOCC3)[nH]2)c(F)c1
66	0	x	1	-1	-13	-5	2	3	Cc1cccc(NC2=NC3(CCCCC3)N=C(N)N2)c1
67	1	-14	3	1	-12	-13	-17	-2	CN(C)CCO[C@H]1CN(C(=O)c2cccnc2)[C@@H]2CCCO[C@H]12
68	1	-21	1	0	1	-7	-1	-13	CCOc1ccccc1NC(=O)Nc1cccn2nc(C)nc12
69	-3	-15	-3	-3	-9	-13	-59	-25	O=C(C1CC1)N1CCC2(CC1)OC(C(=O)N1CCCC1)Cn1ccnc12 (stereo not drawn)
70	0	56*	8	4	15	16	35*	29	COc1ccc2cc3c(nc2c1)OC(=O)N(CCc1cccc(F)c1)C3
71	22	0	0	0	26	0	7	54*	COc1ccc(-n2cc(C(=O)NCc3ccc4c(c3)OCO4)c3ccccc3c2=O)cc1
72	-1	0	-1	-3	-4	-3	4	-8	O=C(c1ccco1)N1CCCn2c1nc1ccccc12
73	6	21	-10	1	20	8	5	53*	O=C(CCc1nnc2n(Cc3ccc(F)cc3)c(=O)c3ccccc3n12)N1CCN(c2ccccn2)CC1
74	-4	12	3	-3	-10	0	-11	-80	COCCCn1c(C(=O)Nc2cccc(OC)c2)cc2c(=O)n3cccc(C)c3nc21
75	-2	15	-10	-1	11	8	13	25	Cc1cc(=O)n(CC(=O)Nc2cc(F)ccc2C)c(N2CCCC2)n1
76	4	-5	0	-2	-9	-6	-4	-11	Cc1ccc(CC(=O)Nc2nnc(C3CC(=O)N(c4cc(C)cc(C)c4)C3)s2)cc1 (stereo not drawn)
77	2	8	-2	3	-8	-11	0	-9	COc1ccc(-c2nnc(SCCC(C)=O)n2CCc2ccccc2)cc1
78	2	17	1	2	14	15	25	17	Cc1nc(SCc2ccc(C(=O)O)cc2)nc2c1CCCC2
79	13	-5	9	2	23	14	-108	46*	Cc1cc(C)nc(SCc2cc(=O)n3[nH]c(C)c(-c4ccccc4)c3n2)n1
80	2	-9	12	4	x	2	2	x	COc1ccccc1NC(=O)Cc1csc2nc(-c3ccccc3)cn12
81	1	-5	0	1	3	9	7	13	Cc1c(C(=O)NCc2ccccn2)oc2ccc3c(c12)C(=O)CC(C)(C)O3
82	1	-1	3	2	16	1	-46	28	COc1cccc(NC(=O)CN(C)c2ccc([N+](=O)[O-])cn2)c1
83	-1	0	4	-2	0	11	-15	9	COc1ccc(NC(=NS(C)(=O)=O)N2CCOCC2)cc1OC
84	3	8	7	2	3	4	-9	15	CC(C)CN1C[C@H]2CN(C(=O)Nc3ccccc3)C[C@H]21
